GAA glycogen mod – qHTS Assay for Inhibitors and Activators of Human alpha-Glucosidase Cleavage of Glycogen; Lysosomal alpha-glucosidase (Homo sapiens), P10253; recombinant GAA, glycogen substrate, Amplex Red glucose oxidase fluorescence; Potency, µM (top dose mostly 76.4 µM), for inactives: at the highest dose activity change, negative = inhibition, actives largely listed as inhibitors; hit rate 0.38% among 300,000; AID 2100, 2009; active = well fitted inhibition curve with a large enough effect; inconclusive = small, poorly fitted or top-dose-only effect, or another doubt; inactive = no such curve, though single readings can be large or run the other way;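 note: 0% = full enzyme reaction and -100% = no-enzyme basal signal; the screen sought inhibitors and activators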
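Recombinant enzyme (4 nM final) with compounds titrated up to 77 uM and bovine liver glycogen (30 ug) in citrate pH 5.0, 0.01% Tween-20, 37 C 40 min. Released glucose detected by Amplex Red/glucose oxidase (Ex 573/Em 610); AC50 from Hill fits.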
Numbers without * were called inactive; ? = inconclusive; [ ] = another dose, or the depositor's remark. Potency is the fitted concentration of half-maximal effect.

SMILES	GAA glycogen mod
Cc1cc(F)ccc1S(=O)(=O)N1CCCOC1CNC(=O)C(=O)NCc1cccnc1 (stereo not drawn)	5%[76.3 µM]
Cc1ccc(-c2onc3ccc(C(=O)/C=C/N(C)C)cc23)cc1	-2%
COC(=O)c1ccc(NC(=O)c2ccc3nsnc3c2)cc1	2%
COc1ccccc1NC(=O)c1ccc(COc2ccccc2Br)o1	-6%
O=[N+]([O-])c1cc(C(F)(F)F)cc([N+](=O)[O-])c1NCCN1CCNCC1	-1%
OC(COc1ccc(F)cc1)CN1CCN(c2ccccc2F)CC1 (stereo not drawn)	1%
COc1ccc(N2CCN(C(=O)CN(c3cccc(OC)c3)S(=O)(=O)c3ccccc3)CC2)cc1	-2%[76.3 µM]
Cc1ccccc1OCC(=O)Nc1nnc(C2CCCC2)s1	4%[76.3 µM]
CCCNC(=O)c1onc(CSc2nc3ccccc3[nH]2)c1C(=O)NCCC	8%[76.3 µM]
COCCn1c(SCC(=O)N2CCCCC2)nc2c(c1=O)SCC2	-1%[76.3 µM]
COc1ccc(C(=O)NC(=S)N2CCN(c3ccccc3OC)CC2)cc1OC	-2%[76.3 µM]
Cc1ccc(C)c(N2CCN(C(=O)CCCn3c(=O)c4cccn4c4cccnc43)CC2)c1	2%[76.3 µM]
O=C(COc1ccc2ccccc2c1Br)Nc1ccncc1	3%[76.3 µM]
O=C(NCCCN1CCOCC1)c1cc(Cl)ccc1OCc1ccccc1	-13%[76.3 µM]
Cc1cc([N+](=O)[O-])ccc1-c1ccc(/C=N/NC(=O)c2ccc(Br)o2)o1	-20%[76.3 µM]
CCN1CCN(C(=O)c2cc(COc3ccc(C(C)=O)cc3OC)on2)CC1	0%[76.3 µM]
CCN(CC)S(=O)(=O)c1ccc2oc(C(=O)NC3CC3)c(C)c2c1	-5%
CC(C)C(OC(=O)c1nsc(Cl)c1Cl)C(=O)NCc1ccccc1 (stereo not drawn)	7%
CCOCc1nnc(NC(=O)CCC2CCCCC2)s1	9%[76.3 µM]
CCN(CC)S(=O)(=O)c1ccc(NC(=O)CCNC(=O)c2ccccc2)cc1	2%
CC(NC(=S)NC1CCC(C(C)(C)C)CC1)c1ccccc1 (stereo not drawn)	-9%[76.3 µM]
COc1ccc(CN2CCN(C3CCC3)CC2CCO)c(C)c1C (stereo not drawn)	11%[76.3 µM]
C=CCC(NCc1ccccc1)c1ccc(OC)cc1 (stereo not drawn)	-11%[76.3 µM]
O=C(CSc1nnc(-c2ccccc2F)o1)NC1CCCCC1	3%[76.3 µM]

Part of the list above, with values ahead of the structure.
| GAA glycogen mod | structure |
| --- | --- |
| 7% | CC(C)C(OC(=O)c1nsc(Cl)c1Cl)C(=O)NCc1ccccc1 (stereo not drawn) |
| -9%[76.3 µM] | CC(NC(=S)NC1CCC(C(C)(C)C)CC1)c1ccccc1 (stereo not drawn) |

Following part
SMILES	GAA glycogen mod
CC(=O)n1cc(/C=N/NC(=O)c2cccc(O)c2)c2ccccc21	0%
Cn1ccnc1C(=O)c1ccccc1Cl	2%
CCOc1ccc(CCNC(=O)c2nnn(CC(=O)Nc3ccc(OC)c(OC)c3)c2N)cc1OCC	3%[76.3 µM]
CNC(=O)c1cc(C(=O)c2ccc(Cl)cc2)c[nH]1	-4%
C[C@@H](NC(=O)CN1C(=O)c2ccccc2S1(=O)=O)c1ccccc1	0%[76.3 µM]
Cc1cccc(C)c1NC(=O)C1CCCN1C(=O)Nc1cccc(F)c1 (stereo not drawn)	8%
Cc1ccc(S(=O)(=O)/N=C(\N)c2ccc(Cl)cc2)cc1	-3%
CN(C)c1ccc(NC(=O)CCCCCn2nnc3ccccc3c2=O)cc1	-3%
CC(=O)n1ccnc1	18%[76.3 µM]
COc1ccc(CNC(=O)c2c(-c3c(F)cccc3Cl)noc2C)cc1	-6%
COc1cccc(C(=O)N(C)CC(=O)Nc2ccc(F)c(F)c2F)c1	-8%
Cc1c(C)c2c(OCC(=O)N[C@@H](C(=O)O)c3ccccc3)cc3c(c2oc1=O)CCC(C)(C)O3	-26%[76.3 µM]
Cn1c(SCC(=O)NC2CC2)nnc1C1CC1	-3%[76.3 µM]
Cc1ccc(S(=O)(=O)c2nc(-c3ccco3)oc2SCC(N)=O)cc1	-2%
CCOC(=O)C(=O)N1CCN(c2nc(-c3ccc(Cl)cc3)cs2)CC1	-3%[3.05 µM]
Cc1ccc(CNC(=O)Nc2ccccc2)c(C)c1	2%[76.3 µM]
CCOC(=O)c1ccc2c(c1)N(CC)C(=O)c1ccccc1S2	6%
O=C(COC(=O)CCCC1=NS(=O)(=O)c2ccccc2N1)Nc1ccccc1	-1%[76.3 µM]
CCC1=NN2C(=N)/C(=C\c3ccc(OCCOc4ccccc4OC)cc3)C(=O)N=C2S1	-9%[3.05 µM]
CCn1c2ccc(F)cc2c2nnc(SCCN3CCOCC3)nc21	-2%
CC(=O)c1cccc(NC(=S)N2CCN(S(=O)(=O)c3ccccc3)CC2)c1	1%[76.3 µM]
O=[N+]([O-])c1cccc(S(=O)(=O)N2CCc3ccccc3C2)c1	9%[76.3 µM]
Cc1ccc(C(=O)NCCc2c[nH]c3ccccc23)s1	1%
COc1ccc(C(=O)N2CCC(C(=O)NC3CC3)CC2)cc1	0%[76.3 µM]

Ordered by value in GAA glycogen mod (low to high): three from the list above
SMILES	GAA glycogen mod
Cc1ccc(S(=O)(=O)c2nc(-c3ccco3)oc2SCC(N)=O)cc1	-2%
Cc1ccc(C(=O)NCCc2c[nH]c3ccccc23)s1	1%
CCOC(=O)c1ccc2c(c1)N(CC)C(=O)c1ccccc1S2	6%

(listing goes on)
SMILES	GAA glycogen mod
CNc1nc2c(c(=O)[nH]c(=O)n2C)n1CCCc1ccccc1	1%
Cc1cc(C)n2nc(SCC(=O)NC3CCCCC3C)nc2n1 (stereo not drawn)	-1%[76.3 µM]
O=C(NC1CCCCC1)c1ccc(-c2ccccc2[N+](=O)[O-])o1	-6%[76.3 µM]
COc1ccccc1C1/C(=C(\O)c2ccc3c(c2)OCCO3)C(=O)C(=O)N1Cc1cccnc1 (stereo not drawn)	1%[76.3 µM]
NC(=O)C1CCCN(Cc2c(C(=O)N3CCc4ccccc4C3)nc3ccc(Cl)cn23)C1 (stereo not drawn)	4%[76.3 µM]
COCCCN1CN(S(=O)(=O)c2ccc(C)cc2C)c2nc3ccccc3nc21	-11%[76.3 µM]
COc1ccc(-c2csc3ncnc(NCCCO)c23)cc1	2%[76.3 µM]
CCOC(=O)N1CCN(S(=O)(=O)N2CCCC(C(=O)NCc3ccc(OC)cc3)C2)CC1 (stereo not drawn)	-5%[76.3 µM]
CCCCCN1CC(=O)N2Cc3[nH]c4ccccc4c3C[C@H]2C1=O	6%
COc1ccc(CN2CCNC(=O)C2CC(=O)NCC2CCOCC2)c(F)c1 (stereo not drawn)	-8%[76.3 µM]
COC(=O)c1cnc[nH]1	17%[76.3 µM]
O=C(O)c1ccc(Cl)cc1Nc1nc2cc(Cl)ccc2o1	?
CCC(NC(=O)CCc1c(C)c2cc3c4c(oc3cc2oc1=O)CCCC4)C(=O)O (stereo not drawn)	1%
Cc1cc(C)cc(NC(=O)CCC(=O)Nc2nnc(C(C)C)s2)c1	-25%[76.3 µM]
CCOc1ccc(/C=C/C(=O)N2CCOCC2)cc1OC	-7%[76.3 µM]
Cc1ccc(C(=O)NCCN2CCOCC2)cc1C	-1%[76.3 µM]
COc1ccc(C(C(=O)NC2CCCCC2)N(C(=O)c2ccco2)c2ccccc2C(C)=O)cc1OC (stereo not drawn)	-1%
CCOc1ccc(C)cc1S(=O)(=O)NC1CCCCCC1	1%[76.3 µM]
COc1ccccc1NC(=O)CN1CCN(CC(=O)Nc2ccc(C)c(F)c2)CC1	-6%
O=C(NCC1(O)CCCCC1)C1CCC(=O)N(Cc2ccccc2F)C1 (stereo not drawn)	0%[76.3 µM]
Cc1ccc(N(CC(=O)NCc2ccco2)C(=O)CCC(=O)Nc2nccs2)c(C)c1	0%
O=C1C(=O)N(CCCN2CCOCC2)C(c2ccc(F)cc2)/C1=C(\O)c1ccc2c(c1)OCCO2 (stereo not drawn)	-13%[76.3 µM]
CN(CCCC1CCCC1)C(=O)c1cc(COc2c(F)cccc2F)on1	1%[76.3 µM]
CCOC(=O)c1ccccc1CN1C(=O)c2ccccc2S1(=O)=O	0%
COc1ccc(C(=O)OCC(=O)Nc2cccc(C(C)=O)c2)c(OC)c1OC	-12%
O=C(Nc1ncccn1)C1=C(O)c2ccccc2S(=O)(=O)N1Cc1ccccc1	-10%
COc1ccc(S(=O)(=O)N2CCC(C(=O)N3CCN(C)CC3)CC2)cc1OC	-2%
Cc1c(C(=O)N2CCCCCC2)c(S(=O)(=O)Nc2ccc(F)cc2)c(C)n1C	3%[76.3 µM]
Cc1cc(Cl)ccc1NC(=S)NCCc1ccc(Cl)cc1	5%[76.3 µM]
CN(C)S(=O)(=O)c1cccc(C(=O)Nc2cc3c(cc2C(=O)O)OCCCO3)c1	-7%
CCOC(=O)N1CCN(C(=O)CN2C(=O)NC(c3ccccc3)(c3ccccc3)C2=O)CC1	4%
CC(C)C[C@@H](CO)N1CCNCCC1=O	-20%[76.3 µM]
CCCCC[C@H]1CN(C2CCCCC2)C(=O)[C@@H]1CC(=O)NCc1ccccc1	17%[76.3 µM]
CCc1ccc(NC(=O)C2CCCN(S(=O)(=O)c3ccc4c(c3)CC(C)N4C(C)=O)C2)cc1 (stereo not drawn)	-13%[76.3 µM]
CC(Oc1ccc(Br)cc1Br)C(=O)Nc1cccnc1Cl (stereo not drawn)	-4%[76.3 µM]
O=C1C(=O)N(C2CCS(=O)(=O)C2)C(c2cccc(O)c2)/C1=C(/O)c1ccc(Cl)cc1 (stereo not drawn)	-2%[76.3 µM]
CN1C(c2ccccc2)CCOS1(=O)=O (stereo not drawn)	-15%[76.3 µM]
COc1ccc(CCNc2nc(Cl)nc(NC(C)(C)CO)n2)cc1OC	-3%[76.3 µM]
CCOCc1nnc(NC(=O)C2CCN(C(=O)C3CC(=O)N(c4ccc(C)cc4)C3)CC2)s1 (stereo not drawn)	5%
CCn1c(SCC(=O)NCc2ccc3c(c2)OCO3)nnc1-c1ccco1	2%
COc1ccc(NC(=O)CCn2c(=S)[nH]c3ccccc3c2=O)cc1	2%[76.3 µM]
COc1ccc(OC)c(N/C=C/C(=O)c2ccc(OC)c(OC)c2)c1	-11%[76.3 µM]
N#CCC(=O)Nc1ccc(C(=O)OCC(=O)N(C2CCCCC2)C2CCCCC2)cc1	-4%
CN(CC(=O)Nc1ccc(F)cc1)C(=O)c1ccncc1	-9%[76.3 µM]
CCCC[n+]1c2ccccc2cc2ccccc21	5%
Cc1ccc(NC(=O)NN2CCN(C)CC2)cc1C	-8%[76.3 µM]
COc1cc2[nH]c(C(=O)N3CCc4ccccc43)cc2c(OC)c1OC	-3%
Cc1nn(CCCC(=O)NCCCN2CCN(C)CC2)c(=O)c2c1sc1ccccc12	8%[76.3 µM]
CCc1nc(CN(C)C(=O)C2CCC(=O)N(CCc3cccc(F)c3)C2)no1 (stereo not drawn)	-5%[76.3 µM]
CSc1ccc(CCNC(=O)c2ccc(CS(=O)Cc3ccccc3Cl)o2)cc1 (stereo not drawn)	-3%[76.3 µM]
COc1ccc(Cl)cc1NC(=O)c1nnn(CC(=O)Nc2ccc(C)c(C)c2)c1N	-9%[76.3 µM]
CCOC(=O)N1CCN(C(=O)CNC(=O)c2nn(-c3ccc(OC)c(OC)c3)c(=O)c3ccccc23)CC1	4%
Cc1ccc(S(=O)(=O)c2cc3c(=O)n4cccc(C)c4nc3n(C3CCCCC3)c2=N)cc1	-1%
C[C@]12C(=O)N(c3ccc(F)cc3)C(=O)N1[C@@H]1c3ccccc3OC[C@@H]1[C@H]2c1ccccc1	10%[76.3 µM]
Cc1ccc(CNC(=O)Cc2cn(C)c3ccccc23)cc1	-2%
CC(C)(C)CC(=O)N1CCN(Cc2ccc3c(c2)OCO3)CC1	-7%[76.3 µM]
CCc1cc(=O)oc2c3c(cc(OCC(=O)NCc4ccccn4)c12)OC(C)(C)CC3	-8%[76.3 µM]
Cc1cc(C)nc(SCCCNCc2c(F)cccc2Cl)n1	2%[76.3 µM]
FC(F)(F)c1ccc(/C=N/n2c(COc3ccccc3)n[nH]c2=S)cc1	?
Cc1cccc(C)c1NC(=O)C(C)N1CCCC1 (stereo not drawn)	-2%

Sorted by molecular weight (smallest number first): part of the list above.
SMILES	GAA glycogen mod
Cc1cccc(C)c1NC(=O)C(C)N1CCCC1 (stereo not drawn)	-2%
CC(C)(C)CC(=O)N1CCN(Cc2ccc3c(c2)OCO3)CC1	-7%[76.3 µM]
Cc1cc(C)nc(SCCCNCc2c(F)cccc2Cl)n1	2%[76.3 µM]

(continued)
SMILES	GAA glycogen mod
Cc1cccc(C(=O)Nc2cccnc2Cl)c1	-4%[76.3 µM]
N#CC1(P(=O)(c2ccccc2)c2ccccc2)CCCC1	1%
O=C(CNC(=O)Cc1ccc(Cl)cc1)NCC(=O)N1CCCCC1	-2%[76.3 µM]
O=[N+]([O-])c1ccc(N2CCN(c3ccc(O)cc3)CC2)cn1	6%
COc1cc(N2C(=O)CSC2=S)cc(OC)c1OC	?
Cc1ccccc1OCCn1c(=S)[nH]c2c(N)ncnc21	8%
CCCOc1ccc(C(=O)Nc2ccc(NC(=O)c3cccs3)cc2)cc1	7%
Cn1cc(/C=C(\NC(=O)c2ccccc2)C(=O)N2CCOCC2)c2ccccc21	-2%[76.3 µM]
O=C(NCc1ccc(F)cc1)C1CCN(S(=O)(=O)c2cccc3nonc23)CC1	-2%
COc1ccc(COc2ccc(S(=O)(=O)N3CCCC3)cc2C(N)=O)cc1F	-13%
CCC(=NCCc1ccc(OC)c(OC)c1)c1ccccc1O	1%

2 of the compounds above, bar-delimited.
SMILES | GAA glycogen mod
O=C(CNC(=O)Cc1ccc(Cl)cc1)NCC(=O)N1CCCCC1 | -2%[76.3 µM]
O=[N+]([O-])c1ccc(N2CCN(c3ccc(O)cc3)CC2)cn1 | 6%

The list is partial; the hit share may differ from the screen's.
